Bioassay records deposited in PubChem by NCI.
NCI-60 one-dose screen, 48 h, at 10 µM unless noted. Numbers give growth in % (100 = growth as untreated, 0 = no growth, -100 = all killed).
A498 = A498 renal cancer cells | 5.4% of 76,000 active
OVCAR-3 = OVCAR-3 ovarian cancer; 7% of 79,000 active
CAKI-1 = CAKI-1 renal cancer; 4.7% of 75,000 active
OVCAR-8 = OVCAR-8 ovarian cancer. 4.4% of 81,000 active
OVCAR-5 = OVCAR-5 ovarian cancer. 2.9% of 82,000 active
OVCAR-4 = OVCAR-4 ovarian cancer cells; AID 1794784; 3.7% of 80,000 active
RXF 393 = RXF 393 renal cancer cells; 6.9% of 77,000 active; AID 1794773
ACHN = ACHN renal cancer; 4.9% of 81,000 active; AID 1794771
* hit, by the source's call; · = not tested or not shown; & = joins results of further samples; [ ] = dose if it differs, or a comment. How the source made its calls: active means growth percent below 10; inactive means the rest. Compounds as they come; about 10% have a hit in one of these screens.

Value order: A498	OVCAR-3	CAKI-1	OVCAR-8	OVCAR-5	OVCAR-4	RXF 393	ACHN
CCCCCCCCCCCCCC(=O)c1ccccc1
 : 81	112	97	99	100	96	101	99
COc1ccc2cc(CCO)ccc2c1
 : 88	108	94	104	98	101	111	98
CCC(C)NCC(C)O (stereo not drawn)
 : 99	103	96	95	111	121	110	106
Cc1cc2nc(-c3c(N)ncc(C#N)c3-c3ccc(O)cc3)[nH]c2cc1C
 : 98	96	·	90	113	99	112	93
COc1cc(-c2c(C#N)c(-c3ccccc3)nc3c2c(-c2ccccc2)nn3-c2ccccc2)ccc1O
 : 91	77	63	73	107	66	59	87
C/C(=N\NC(=S)NC1CCCCC1)c1nc2ccc(Cl)cc2[nH]1
 : 85	76	58	87	94	57	91	75
CC(C)(C)NCc1cc(C(C)(C)C)cc(-c2ccc(Cl)cc2)c1O
 : 79	90	62	96	88	99	81	58
Cc1ccc(C[P+](c2ccccc2)(c2ccccc2)c2ccccc2)cc1
 : 28	6.0*	45	16	7.4*	1.4*	17	24
O=C(CSc1nc(-c2ccccc2)cc(=O)[nH]1)Nc1nc(-c2ccc(Cl)cc2)cs1
 : 115	106	91	101	109	103	103	105
Cc1c(C)c2c(c(C)c1NC(=O)CCCCCCC(=O)NO)CCC(C)(CCCC(C)CCCC(C)CCCC(C)C)O2 (stereo not drawn)
 : ·	·	94	40	111	68	90	83
COc1ccc(-c2n[nH]c(=O)nc2-c2ccc(OC)cc2)cc1
 : 103	104	104	101	115	100	122	94
CC1(C)N=C(N)N=C(N)N1c1cccc(C#N)c1
 : 70	61	95	34	51	97	51	37
CON(C)c1nc(N(C)O)nc(N2CCOCC2)n1
 : 83	108	71	101	87	132	·	90
Cc1cc(NS(=O)(=O)c2ccc(N3C(=O)/C(=C/c4coc5ccccc5c4=O)N=C3c3ccc(Cl)cc3)cc2)no1
 : 85	109	90	92	103	105	·	96
O=S(=O)(Nc1ccccc1O)c1ccccc1
 : 94	·	96	103	107	117	114	104
c1ccc(-c2oc(-c3ccccc3)c(CN3CCCCC3)c2CN2CCCCC2)cc1
 : 17	23	38	33	50	12	2.1*	45
CCC(ON=C(C)C)C(=O)O (stereo not drawn)
 : 103	113	99	98	118	113	119	118
COc1ccc(-c2nc3ccc(C(=O)N=Nc4c(O)[nH]c5ccc([N+](=O)[O-])cc45)cc3[nH]2)cc1
 : 150	106	104	97	122	114	108	110
C=C1C(=O)O[C@H]2[C@H]1CC/C(COC(=O)c1cccnc1)=C\CC[C@@]1(C)O[C@@H]21
 : 102	26	·	86	74	70	46	45
C[C@H]1c2ccccc2OC(=O)C[C@@H]1c1ccccc1
 : 97	106	·	99	100	103	114	104
Cc1c(Cl)cccc1NC(=O)CN(CC(C)C)CC(C)C
 : 73	114	·	85	105	97	111	·
CC(=O)c1ccc(Cl)c([N+](=O)[O-])c1
 : 123	106	91	111	103	107	126	102
CC(C)(C)c1ccc(O)c(CO)c1
 : 102	92	·	99	95	92	121	97
NS(=O)(=O)c1ccc(CCNC(=O)CSc2nc3c(c(=O)[nH]2)CCCC3)cc1
 : 109	107	104	98	90	110	101	93
CCCCOC(=O)c1cc(O)c(O)c(O)c1
 : 122	62	70	69	92	59	82	75
COc1cc(/C=C2\CN(C)C/C(=C\c3cc(CN4CCCCC4)c(O)c(OC)c3)C2=O)cc(CN2CCCCC2)c1O
 : 71	7.7*	56	39	39	39	30	39
Oc1c(C(Nc2ccccc2)c2ccccc2)ccc2cccnc12 (stereo not drawn)
 : 79	24	29	20	59	33	75	43
O=C(Nc1ccc2ncsc2c1)c1csc(Nc2ccc3[nH]ncc3c2)n1
 : 37	8.4*	30	46	79	75	14	50
Cc1ccc(S(=O)(=O)Oc2cc3oc(=O)c4c(c3cc2Cl)CCCCC4)cc1
 : 90	81	75	82	98	69	·	82
COC(=O)c1ccc[n+](C)c1
 : 95&72	111&105	100&86	106&105	98&102	109&103	110&101	101&103

No new results follow: entries from further up.
Value order: A498	OVCAR-3	CAKI-1	OVCAR-8	OVCAR-5	OVCAR-4	RXF 393	ACHN
CC(=O)c1ccc(Cl)c([N+](=O)[O-])c1
 : 123	106	91	111	103	107	126	102
CC(C)(C)c1ccc(O)c(CO)c1
 : 102	92	·	99	95	92	121	97
NS(=O)(=O)c1ccc(CCNC(=O)CSc2nc3c(c(=O)[nH]2)CCCC3)cc1
 : 109	107	104	98	90	110	101	93

More structures.
Value order: A498	OVCAR-3	CAKI-1	OVCAR-8	OVCAR-5	OVCAR-4	RXF 393	ACHN
COC(=O)[C@]1(C)CCC[C@@]2(C)[C@H]1CC=C1C=C(C(C)C)CC[C@@H]12
 : 95	106	113	107	95	105	113	96
CCOC(=O)/C(O)=C1\CC=CC1=O
 : 113	100	100	99	107	106	111	106
Fc1ccc(-c2nnc(N3CCOCC3)c3ccccc23)cc1
 : 105	109	·	111	108	112	·	103
CCOC(=O)c1[nH]cc2c1CCc1sc(Nc3ncccn3)nc1-2
 : 79	110	100	105	115	109	101	108
Oc1cc(/C=C/c2nc(N3CCOCC3)c3cc(Cl)c(Cl)cc3n2)cc(O)c1O
 : 92	·	·	107	102	110	99	100
CC12CCC(=O)C=C1C(O)CC1C2CCC2(C)C1CCC2(O)C(=O)CO (stereo not drawn)
 : 96	·	112	109	115	117	117	111
CC(C)(C)c1ccncc1
 : 102	110	107	101	99	115	108	100
CS(=O)(=O)Nc1cc(-c2ccc3ncnc(Nc4cccc5[nH]ncc45)c3c2)cnc1Cl
 : 91	95	86	98	95	104	94	102
N=c1c2cn[nH]c2nc2sc3cc(Cl)c(Cl)cc3n12
 : 144	137	114	102	119	102	146	101
Cc1ccc(-c2cc3c(cc2O)C2CCCCC2(N2CCOCC2)O3)cc1 (stereo not drawn)
 : 114	110	96	102	110	91	91	112
CC(C)(O)[C@@H]1Cc2cc3ccc(=O)oc3cc2O1
 : 94	115	110	100	104	107	113	102
CCN(CC)CCCC(C)Nc1c2ccccc2nc2c(Cl)cccc12 (stereo not drawn)
 : 40	59	57	42	71	61	·	25
CC1CC(NC(=O)/C=C/C(=O)O)CC(C)(C)C1 (stereo not drawn)
 : 75	99	71	113	100	97	95	83
O=C1C=C(S(=O)(=O)O)c2ccccc2C1=O
 : 102	96	86	103	121	·	127	96
CC(=O)OC1CCC2CCCCC2C1 (stereo not drawn)
 : 81	106	95	102	103	110	108	103
Cc1cn(-c2cc(NC(=O)c3cncc(C#Cc4cnc5ccc(O[C@@H]6CCOC6)nn45)c3)cc(C(F)(F)F)c2)cn1
 : ·	·	1.1*	-50*	0.7*	-33*	-92*	-94*
O=[N+]([O-])c1ccc(OCCN(Cc2ccccc2)Cc2ccccc2)c([N+](=O)[O-])c1
 : 81	91	75	65	89	89	92	76
O=Cc1ccc([N+](=O)[O-])s1
 : 94	105	100	87	94	98	123	91
NC(=O)NCO
 : 111	113	104	108	103	96	115	107
Cc1c(-c2csc3nnc(-c4ccccc4)n23)no[n+]1[O-]
 : 102	105	82	100	100	96	119	92
COc1cccc(N=Nc2c(O)n(-c3ccc(Cl)cc3)n(-c3ccc(Cl)cc3)c2=O)c1OC
 : 102	83	91	98	101	79	98	96
C=CCSc1nnc(-c2ccc3nc(-c4ccc(OC)cc4)[nH]c3c2)o1
 : 143	137	117	109	130	108	88	101
COc1cc(NCC(=O)Nc2cc(Nc3ccc(C)cc3)ncn2)c(Cl)c(OC)c1Cl
 : 85	84	·	88	92	79	118	93
CCC(C)n1c(=N)c(S(=O)(=O)c2ccccc2)cc2c(=O)n3ccccc3nc21 (stereo not drawn)
 : 63	105	68	94	98	108	89	93
CCOC(=O)/C=C1\S/C(=N\Nc2cc(=O)[nH]c3ccccc23)N(c2ccccc2)C1=O
 : 125	104	93	100	101	84	103	102
COc1ccc(C(=O)C(C)C(C)OC(=O)c2ccccc2C(=O)O)cc1 (stereo not drawn)
 : 82	122	95	95	103	107	109	101
c1ccc2c(CCc3ccncc3)c[nH]c2c1
 : 70	96	96	100	92	100	98	86
CC[C@]12C=CCN3CC[C@@]4(c5cc([C@H]6CCC(=O)N6)c(OC)cc5N(C)[C@H]4[C@@](O)(C(=O)OC)[C@@H]1OC(C)=O)[C@@H]32
 : 116[2.5 µM]	112[2.5 µM]	94[2.5 µM]	103[2.5 µM]	88[2.5 µM]	104[2.5 µM]	113[2.5 µM]	90[2.5 µM]
O=C(O)CNC(=O)CN1C(=O)c2ccccc2C1=O
 : 104	116	96	94	101	115	·	103
OB(O)c1ccc(Br)cc1
 : 74	107	83	99	106	94	106	111
COc1ccc(-c2nc3cc(NC(=O)[C@H](N)Cc4ccccc4)ccc3o2)cc1
 : 34	74	·	101	103	66	95	97
COc1ccc(/C(C)=N/OC(=O)c2sc3ccccc3c2Cl)cc1CN1CCOCC1
 : 121	103	91	111	114	106	103	108
COn1cc(C(=O)c2cccs2)c2cc(C#N)c(C#N)cc21
 : 95	95	87	102	121	107	99	108
CCOCC(C)C(CC(=O)OCC)(OCC)OCC (stereo not drawn)
 : 109	111	96	106	107	102	118	98
O=C1C=C(CCc2ccccc2)CCC1
 : 111	102	97	100	97	112	99	100
OCCN(Cc1ccccc1)Cc1ncccc1O
 : 118	127	71	103	111	142	96	107
COc1cc2nc(-c3ccc(C(F)(F)F)cc3)cc(OCCN3CCCCC3)c2cc1OC
 : ·	90	45	78	58	82	62	81
Cc1nn(-c2ccc(C(F)(F)F)cc2)c(C)c1N=Nc1ccccc1
 : 59	75	65	86	79	75	87	72
CS(=O)(=O)c1nc(NCCCNc2ccnc3cc(Cl)ccc23)cc(-c2ccccc2)n1
 : 80	104	95	100	106	101	110	112
O=c1[nH]nc(-c2cc(Cl)ccc2I)c(=O)[nH]1
 : 96	103	81	109	101	93	106	97

Rewritten tab-delimited: three of the compounds above.
molecule	A498	OVCAR-3	CAKI-1	OVCAR-8	OVCAR-5	OVCAR-4	RXF 393	ACHN
COc1cc2nc(-c3ccc(C(F)(F)F)cc3)cc(OCCN3CCCCC3)c2cc1OC	·	90	45	78	58	82	62	81
COc1ccc(/C(C)=N/OC(=O)c2sc3ccccc3c2Cl)cc1CN1CCOCC1	121	103	91	111	114	106	103	108
CS(=O)(=O)c1nc(NCCCNc2ccnc3cc(Cl)ccc23)cc(-c2ccccc2)n1	80	104	95	100	106	101	110	112

(listing goes on)
Value order: A498	OVCAR-3	CAKI-1	OVCAR-8	OVCAR-5	OVCAR-4	RXF 393	ACHN
O=C(/C=C/c1cccnc1)NCCCCC1CCCN(C(=O)c2ccccc2)C1 (stereo not drawn)
 : 101	75	-16*	22	96	89	109	74
CCOC(=O)c1[nH]n(-c2ccccc2)c(=O)c1/C=N/C(=S)NNC(C)=O
 : 98	98	102	104	97	118	90	101
COc1ccc2c(c1)C(=O)/C(=C/c1ccccn1)CC2
 : 120	62	74	85	92	84	83	54
O=C(OCCOCCO)N(c1cccc(Br)c1)c1nc(SCCN2CCOCC2)nc2c1cnn2CC(Cl)c1ccc(Br)cc1 (stereo not drawn)
 : 46	20	28	20	35	24	-30*	2.9*
CN1CCN(Cc2ccc(NC(=O)c3cncc(C#Cc4cnc(N)nc4)c3)cc2C(F)(F)F)CC1
 : -17*	·	0.4*	33	30	45	26	7.8*
CCOC(=O)C1=C(C)N=C2SC=C(c3ccccc3)N2[C@H]1c1cn(-c2ccccc2)nc1-c1ccc(F)cc1
 : 102	98	64	96	105	92	100	83
O=C1Nc2ccccc2C12OCCS2 (stereo not drawn)
 : 99	111	80	100	96	98	108	91
CCOC(=O)c1cc(C(=O)c2ccc(Br)cc2)n2ccc(/C=C/c3cc[n+](CC(=O)c4ccc(OC)cc4)cc3)cc12
 : 92	102	93	60	102	87	94	94
O=C(Nc1cccnc1Nc1ccccc1)c1cn(Cc2cccc(Oc3ccccc3)c2)nn1
 : 45	53	70	71	103	87	50	77
Cc1cc(=O)c2ccccc2[nH]1
 : 102	109	113	104	98	123	100	94

Continued, starting with the last four of the part before.
Value order: A498	OVCAR-3	CAKI-1	OVCAR-8	OVCAR-5	OVCAR-4	RXF 393	ACHN
O=C1Nc2ccccc2C12OCCS2 (stereo not drawn)
 : 99	111	80	100	96	98	108	91
CCOC(=O)c1cc(C(=O)c2ccc(Br)cc2)n2ccc(/C=C/c3cc[n+](CC(=O)c4ccc(OC)cc4)cc3)cc12
 : 92	102	93	60	102	87	94	94
O=C(Nc1cccnc1Nc1ccccc1)c1cn(Cc2cccc(Oc3ccccc3)c2)nn1
 : 45	53	70	71	103	87	50	77
Cc1cc(=O)c2ccccc2[nH]1
 : 102	109	113	104	98	123	100	94
C[Si](C)(O)CCl
 : 90	114	101	101	108	119	116	108
COc1cc(C2SC(C)C(=O)N2NC(=O)C(O)(c2ccccc2)c2ccccc2)cc([N+](=O)[O-])c1O (stereo not drawn)
 : 99	307	161	110	102	122	112	118
O=C(/C=C/c1ccc(Cl)cc1)c1c(O)c2ccccc2oc1=O
 : 105	110	94	99	102	90	130	111
CC(=O)NNC(=O)C(N)Cc1ccc(O)cc1 (stereo not drawn)
 : ·	123	99	102	102	113	112	101
COc1cc(-c2nn(-c3ccc(Br)cc3)cc2C(=O)O)ccc1O
 : 107	101	·	105	122	101	109	112
COc1ccc(-c2c3c(N)nc(-c4cccnc4)nc3nc3c2c(C)nn3-c2ccccc2)cc1
 : 107	127	82	88	107	49	97	82
CC(C)N(CCOC(=O)Nc1ccc(Cl)cc1)C(C)C
 : 103	108	89	110	108	111	114	99
CC(=O)OCCC#N
 : 109	123	104	102	98	100	108	102
COc1cccc2cc(-c3cc4ccccc4[nH]3)/c(=N/C(=S)Nc3ccc(C)cc3)oc12
 : 63	81	19	54	89	35	·	28
CCCNc1ccncc1CO
 : 101	99	·	102	109	98	109	100
CC1=C(C(=O)c2ccccc2)C(c2c(O)cc(O)cc2O)n2c(nc3ccccc32)N1 (stereo not drawn)
 : 128	117	79	101	108	99	116	98
CCOC(=O)CC(O)(CC(=O)OCC)C(=O)OCC
 : 97	105	96	102	94	105	121	105
CS(=O)CC1=NC(=N)N=C1CS(C)=O (stereo not drawn)
 : 104	118	93	100	111	103	107	107
